High-throughput results from PubChem.
CRFR2-BP ag – agonists of human CRF-binding protein/CRF-R2 receptor complex. activation, % at 13.2 µM. 0.46% of 350,000 active. HEK293 CRF-R2/CRF-BP, calcium dye fluorescence (FLIPR); percent of saturating CRF peptide response. AID 588473;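 active = activation of at least 50%, plus an integration ratio under a set limit after plate pattern correction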;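 also: plate controls were neutral control wells without compound for no effect and CRF at EC100 for full effect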
M5 ag – CHRM5 agonism in calcium assay. P08912. CHO-K1 hM5 cells, Fluo-8 calcium fluorescence; 0% DMSO wells, 100% maximal acetylcholine response. activation, % at 3 µM. 0.19% of 360,000 active. AID 624037;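 active = activation above the run's mean over test compounds plus 3 SD, cut at about 23% in these data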;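 also: signal is peak over basal fluorescence ratio across the kinetic read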
CHRM1 PAM – human CHRM1 positive allosteric modulation; 0.088% of 360,000 active; activation, % at 3 µM; CHO-K1 hM1, Fluo-8 calcium fluorescence, ACh EC20; 0% = ACh EC20, 100% = maximal ACh; P11229; in the data active = activation above about 19%, passing the limit was not always enough
Target sequence (P11229 whole entry, looked up): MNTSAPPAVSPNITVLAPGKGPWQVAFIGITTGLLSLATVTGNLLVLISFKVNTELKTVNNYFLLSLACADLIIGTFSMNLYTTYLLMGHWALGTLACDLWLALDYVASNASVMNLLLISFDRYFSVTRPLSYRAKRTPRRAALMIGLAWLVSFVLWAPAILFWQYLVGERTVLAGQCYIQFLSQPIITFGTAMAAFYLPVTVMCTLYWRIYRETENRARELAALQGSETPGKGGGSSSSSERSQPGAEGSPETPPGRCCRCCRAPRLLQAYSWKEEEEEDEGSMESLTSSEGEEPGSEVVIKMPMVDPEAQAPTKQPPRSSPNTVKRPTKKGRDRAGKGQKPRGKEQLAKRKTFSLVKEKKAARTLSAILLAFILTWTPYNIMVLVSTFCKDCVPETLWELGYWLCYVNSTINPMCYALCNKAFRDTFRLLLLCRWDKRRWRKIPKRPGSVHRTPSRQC
CHRM5 antagonist – blocks acetylcholine activation of human M5 receptor | inhibition, % at 3 µM | CHO-hM5 cells, Fluo-8 calcium fluorescence, ACh EC80 | 0.59% of 360,000 active | P08912;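 active = inhibition above a per-plate cutoff, the mean of that plate's test compounds plus 3 SD, cut at about 27% in these data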;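 also: 0% = acetylcholine EC80 with DMSO and 100% = DMSO without agonist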
M4 PAM – positive allosteric modulators of human muscarinic M4 receptor | AID 624126 | 0.4% of 360,000 active | CHO-K1 hM4/Gqi5, Fluo-8 calcium fluorescence, ACh EC20; 0% = ACh EC20, 100% = maximal ACh | activation, % at 3 µM | P08173;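 active = activation above its plate's cutoff, the mean activation of sample wells plus 3 SD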; also: some results filed as inactive read as strong as hits
Target sequence (P08173 whole entry, looked up): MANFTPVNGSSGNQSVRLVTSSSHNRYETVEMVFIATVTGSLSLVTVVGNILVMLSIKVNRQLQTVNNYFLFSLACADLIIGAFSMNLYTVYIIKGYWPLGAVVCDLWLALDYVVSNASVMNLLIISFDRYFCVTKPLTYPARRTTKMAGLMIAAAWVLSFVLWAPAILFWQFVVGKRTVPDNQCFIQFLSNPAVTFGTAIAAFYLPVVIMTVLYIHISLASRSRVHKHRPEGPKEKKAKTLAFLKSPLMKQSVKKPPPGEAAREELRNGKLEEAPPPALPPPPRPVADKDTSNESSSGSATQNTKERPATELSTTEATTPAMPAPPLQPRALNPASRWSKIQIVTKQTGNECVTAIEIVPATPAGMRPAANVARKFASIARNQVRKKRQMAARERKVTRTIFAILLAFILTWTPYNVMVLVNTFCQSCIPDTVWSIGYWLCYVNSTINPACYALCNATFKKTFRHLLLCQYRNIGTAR
CHRM5 PAM – potentiates acetylcholine response at human M5 receptor; P08912; CHO-K1 hM5, Fluo-8 calcium, ACh EC20 PAM; 0% = ACh EC20, 100% = ACh EC100; activation, % at 3 µM; 0.3% of 360,000 active;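 active = activation above the run cutoff, the mean activation of all test compounds plus 3 SD, cut at about 18% in these data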
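system = human M5 receptor in CHO-K1 cells | compound = one concentration, 3 µM final (nominal) | schedule = Post-acetylcholine fluorescence recording 140 s | signal = Fluo-8 calcium dye fluorescence, kinetic read | benchmarks = low control EC20 acetylcholine (0%), high control EC100 acetylcholine (100%) | repeats = singlicate, one well per test compound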
M4 ag – agonists of human muscarinic M4 receptor (CHRM4); P08173; CHO-K1 hM4/Gqi5, Fluo-8 calcium fluorescence; vehicle 0%, full acetylcholine response 100%; activation, % at 3 µM; 0.14% of 360,000 active;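 active = activation above the run mean over all test wells plus 3 SD, cut at about 32% in these data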;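 also: peak over basal fluorescence ratio per well then scaled between controls; 0% = DMSO wells and 100% = acetylcholine at EC100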
M4 antag – antagonists of human muscarinic M4 receptor (CHRM4); P08173; CHO-hM4 cells, ACh EC80, Fluo-8 calcium fluorescence; inhibition, % at 3 µM; 0.73% of 360,000 active; AID 624125;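 active = inhibition above its plate's cutoff, the mean inhibition of sample wells plus 3 SD, cut at about 27% in these data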;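 also: 0% = acetylcholine EC80 with DMSO and 100% = DMSO without agonist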
CHRM1 antagonist – blocks human M1 muscarinic receptor. CHO-K1 hM1, Fluo-8 calcium fluorescence, ACh EC80 antagonist. inhibition, % at 3 µM. 1.3% of 360,000 active;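 active = percent inhibition above its own plate's cutoff, namely the mean of that plate's compound wells plus 3 SD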;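 also: peak over basal fluorescence ratio during 140 s after agonist addition; 0% = ACh EC80 plus DMSO and 100% = DMSO alone without agonist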
* marks the source's active call; other numbers are inactive results; . = not tested or not shown.

SMILES	CRFR2-BP ag	M5 ag	CHRM1 PAM	CHRM5 antagonist	M4 PAM	CHRM5 PAM	M4 ag	M4 antag	CHRM1 antagonist
CC(OC(=O)c1cccc(N(C)C)c1)C(=O)N1CCc2ccccc2C1 (stereo not drawn)	-0.7	1	7	9	6	1	3	-9	-10
O=C1N2CCSC2=NC1(Nc1nccs1)C(F)(F)F (stereo not drawn)	-0.2	2	1	-6	10	6	1	7	1
COc1cccc(NC(=S)Nc2ccc(F)cc2)c1	-0.4	5	9	13	-4	-4	2	-9	-13
COc1ccc(-c2ccc(C#N)c(SCC(=O)OCc3ccccc3)n2)cc1OC	0.1	-4	-4	20	-13	-22	4	0	12
NC(=O)C1CCN(CC(=O)NCc2ccccc2)CC1	0.8	-1	2	-6	-2	5	0	-5	-19
Cc1cccc(C(=O)NCC(=O)NNC(=O)c2ccccc2O)c1	-0.1	2	3	5	3	-2	-1	4	-6
CN(C)CCNC(=O)Cn1nc(-c2ccc(Cl)cc2)ccc1=O	-0.7	0	8	-2	5	1	0	2	-9
CC(=O)N1CCOc2ccc(S(=O)(=O)NCC3CCC(C(=O)Nc4ncccc4C)CC3)cc21 (stereo not drawn)	-1.4	-4	4	15	0	-3	1	6	-3
Cc1cc2oc(C(=O)NCc3ccc(S(N)(=O)=O)cc3)c(C)c2cc1C	2.8	-3	5	14	2	5	1	2	2
Cc1ccc(-c2nc(=S)c3c(n2Cc2cccnc2)CC(C)(C)OC3)cc1	0.4	-1	-4	18	-2	-13	8	1	7
COc1ccc(CN2C(=O)CN(S(C)(=O)=O)CC2(C)C(=O)Nc2c(C)cccc2C)cc1 (stereo not drawn)	.	1	.	-10	-2	3	5	-7	.
Cc1cc(C)cc(N(C(C)C(=O)NC2CCCC2)S(C)(=O)=O)c1 (stereo not drawn)	-1.4	-2	10	-8	6	4	0	14	-10
O=C1Nc2ccccc2N(O)N1c1ccc(S(=O)(=O)Nc2ccccn2)cc1	0.3	-1	6	-6	-6	2	0	-4	-8
O=C(CSc1ccc(Br)cc1)NCC(c1ccco1)N1CCCCC1 (stereo not drawn)	0.2	-6	6	4	3	-6	1	-12	-15
CC(=O)c1ccc(NC(=O)CSc2ccc3nnc(-c4ccccn4)n3n2)cc1	1.3	1	4	-1	-4	2	0	-8	-4
Cc1ccc(C(=O)NC(C)c2ccc(-n3ccnc3)cc2)cc1S(=O)(=O)N1CCOCC1 (stereo not drawn)	0.6	-5	1	7	0	0	1	-10	-16
Cc1cccc(C)c1NC(=O)N1C2CCC1CC(O)(c1cccnc1)C2 (stereo not drawn)	-0.6	3	5	-9	-7	3	1	3	-3
COCCCC1CCN(C(=O)C2CCC(=O)N(Cc3cccc(F)c3)C2)CC1 (stereo not drawn)	2.5	0	3	-3	3	3	2	-5	-4
COC(=O)c1ccccc1NC(=O)CCC(=O)N1CC(C)Oc2ccc(C)cc21 (stereo not drawn)	-1.5	0	1	-5	2	0	5	-15	-6
CC(=O)Nc1ccc(CN2C(=O)C(C)(C)ON=C2c2ccc(C(F)(F)F)cc2)cc1	.	0	8	1	2	-7	2	-6	0
Cc1ccc(S(=O)(=O)N2CCCC(C(=O)N3CCN(c4ccccc4)CC3)C2)cc1 (stereo not drawn)	-3.2	-6	-8	29*	-5	-12	11	-11	9
N#CC1=C(SCC(=O)c2ccccc2)NC2=C(C(=O)CCC2)C1c1ccco1 (stereo not drawn)	-0.8	-5	-12	5	-12	-10	4	4	-4
COc1ncnc2c1ncn2CCCNCc1ccc(C)o1	-0.7	0	2	1	-4	-3	0	-4	-11
COc1cc(NC(=O)COC(=O)c2ccc([N+](=O)[O-])s2)cc(OC)c1OC	-0.9	5	3	13	6	-4	2	-1	4
O=C1CCCN1C(=O)CSc1nnnn1-c1ccccc1	3.2	-4	9	10	6	6	1	-5	-2
O=C(NC1CCCCCC1)C1CCN(c2nc3ccccc3o2)CC1	-6.1	0	10	-2	10	-6	1	4	-9
CN=C1SC(CC(=O)Nc2ccccc2F)C(=O)N1C (stereo not drawn)	7.4	1	2	-4	8	-3	0	-21	-11
O=C(COc1ncnc2ccccc12)Nc1cccc([N+](=O)[O-])c1	-0.3	3	4	2	7	5	3	2	-4
CCCCNC(=O)/C(C#N)=C/c1ccc(-c2ccc(S(=O)(=O)N3CCOCC3)cc2)o1	0.8	0	-2	0	-7	-7	7	-7	0
O=C1c2ccccc2C(=O)N1/N=C/c1ccc(Oc2ccc([N+](=O)[O-])cn2)cc1	0.0	3	16	2	13	17	3	2	-15
O=c1[nH]oc2cc(Cl)ccc12	-1.2	3	10	6	-15	6	0	2	-12
COc1ccccc1Nc1ncnc2sccc12	-0.3	-4	14	2	-6	8	0	12	-18
Cc1cccc(-c2onc3ccc(C4(C)OCCO4)cc23)c1	-2.4	-4	9	-6	6	3	0	-12	-41
COc1ccc(C(=O)NCCSc2ccccc2)cc1OC	3.1	0	-1	4	-5	-11	3	1	-4
COc1cccc(C(=O)N2CCN(Cc3ccccn3)CC2)c1OC	-0.3	0	-2	1	-1	1	0	-11	-16
CC(C)C(OC(=O)c1cccs1)C(=O)NCCc1ccccc1 (stereo not drawn)	0.3	-3	-1	7	-2	-1	1	-6	7
COc1cc(O)sc1C=Nc1ccc(Cl)cc1Cl	-0.6	-2	4	13	-5	-7	1	-1	-4
O=C(CN1CCCC1=O)NC1C2CC3CC(C2)CC1C3 (stereo not drawn)	-1.0	-1	12	-7	13	4	1	-2	-12
Cc1ccc(NCc2ccc(O)c3ncccc23)cc1C	-1.6	-1	7	-7	4	-1	1	-6	-9
CC(=O)c1ccc(Nc2ncnc3c2oc2ccccc23)cc1	1.5	2	2	10	7	5	1	5	-1

Laid out differently: four of the compounds above
COc1cccc(C(=O)N2CCN(Cc3ccccn3)CC2)c1OC
  CRFR2-BP ag: -0.3
  M5 ag: 0
  CHRM1 PAM: -2
  CHRM5 antagonist: 1
  M4 PAM: -1
  CHRM5 PAM: 1
  M4 ag: 0
  M4 antag: -11
  CHRM1 antagonist: -16
CC(C)C(OC(=O)c1cccs1)C(=O)NCCc1ccccc1 (stereo not drawn)
  CRFR2-BP ag: 0.3
  M5 ag: -3
  CHRM1 PAM: -1
  CHRM5 antagonist: 7
  M4 PAM: -2
  CHRM5 PAM: -1
  M4 ag: 1
  M4 antag: -6
  CHRM1 antagonist: 7
COc1cc(O)sc1C=Nc1ccc(Cl)cc1Cl
  CRFR2-BP ag: -0.6
  M5 ag: -2
  CHRM1 PAM: 4
  CHRM5 antagonist: 13
  M4 PAM: -5
  CHRM5 PAM: -7
  M4 ag: 1
  M4 antag: -1
  CHRM1 antagonist: -4
O=C(CN1CCCC1=O)NC1C2CC3CC(C2)CC1C3 (stereo not drawn)
  CRFR2-BP ag: -1.0
  M5 ag: -1
  CHRM1 PAM: 12
  CHRM5 antagonist: -7
  M4 PAM: 13
  CHRM5 PAM: 4
  M4 ag: 1
  M4 antag: -2
  CHRM1 antagonist: -12

Reprinted at random: two entries already listed, in no set order.
SMILES	CRFR2-BP ag	M5 ag	CHRM1 PAM	CHRM5 antagonist	M4 PAM	CHRM5 PAM	M4 ag	M4 antag	CHRM1 antagonist
COc1cc(O)sc1C=Nc1ccc(Cl)cc1Cl	-0.6	-2	4	13	-5	-7	1	-1	-4
O=c1[nH]oc2cc(Cl)ccc12	-1.2	3	10	6	-15	6	0	2	-12

Other entries
SMILES	CRFR2-BP ag	M5 ag	CHRM1 PAM	CHRM5 antagonist	M4 PAM	CHRM5 PAM	M4 ag	M4 antag	CHRM1 antagonist
Cc1ccc(S(=O)(=O)N(CC(=O)NCCSc2ccccn2)c2cc(C)cc(C)c2)cc1	-1.9	-7	-9	-6	-4	-3	2	11	16
CC1=C2C(CCS2(=O)=O)CC2(C1)C(=O)OC(C)(C)OC2=O (stereo not drawn)	-1.5	-5	13	-7	10	-2	1	-5	-17
CCOc1ccc(S(=O)(=O)Nc2ccc(C(=O)N3CCCC3)cc2)cc1	-1.1	6	-1	-7	1	-2	3	4	-2
COc1ccc(CNC(=S)NC2CCCC2)cc1	4.5	-3	9	-7	-7	-1	1	-5	-10
Cc1nc2[nH]c(=S)[nH]c2cc1Br	-2.6	-4	8	3	5	4	1	1	-30
CC1=NN(C(=O)c2ccc(Br)cc2)C(O)(C(F)(F)OC(F)(F)F)C1 (stereo not drawn)	0.5	-3	2	-3	-2	-7	0	8	-6
O=C(NCCO)c1ccc(Cl)c(Cl)c1	-1.3	-1	5	-9	0	-6	0	-5	-6
COc1ccccc1/C=C/C=C1\Oc2c(ccc(O)c2CN2CCN(CCO)CC2)C1=O	59*	1	6	5	8	-4	2	11	-2
Cc1cc(C)n(/N=C/c2cccc([N+](=O)[O-])c2)c(=O)c1	1.1	-1	4	-13	-6	2	0	5	-2
CCOC(=O)N1C2=NC(C(=O)OC)=C(C(=O)OC)[C@@H]3Nc4ccccc4[C@]23C[C@H]1C(=O)OC	-0.2	6	-2	15	9	-12	0	9	2

Four entries from above, sorted by SMILES length, descending.
SMILES	CRFR2-BP ag	M5 ag	CHRM1 PAM	CHRM5 antagonist	M4 PAM	CHRM5 PAM	M4 ag	M4 antag	CHRM1 antagonist
CCOC(=O)N1C2=NC(C(=O)OC)=C(C(=O)OC)[C@@H]3Nc4ccccc4[C@]23C[C@H]1C(=O)OC	-0.2	6	-2	15	9	-12	0	9	2
Cc1ccc(S(=O)(=O)N(CC(=O)NCCSc2ccccn2)c2cc(C)cc(C)c2)cc1	-1.9	-7	-9	-6	-4	-3	2	11	16
CCOc1ccc(S(=O)(=O)Nc2ccc(C(=O)N3CCCC3)cc2)cc1	-1.1	6	-1	-7	1	-2	3	4	-2
Cc1nc2[nH]c(=S)[nH]c2cc1Br	-2.6	-4	8	3	5	4	1	1	-30

More records follow.
SMILES	CRFR2-BP ag	M5 ag	CHRM1 PAM	CHRM5 antagonist	M4 PAM	CHRM5 PAM	M4 ag	M4 antag	CHRM1 antagonist
COc1cccc(N2CCN(CC(=O)N3CCN(S(=O)(=O)c4ccc(Cl)cc4)CC3)CC2)c1	-0.3	-2	2	2	-2	-1	5	-10	-9
C/C(=N\NC(=O)C(c1ccccc1)c1ccccc1)c1ccccn1	0.6	-2	9	0	2	-5	-1	-11	-12
CN(c1ccccc1)S(=O)(=O)c1cccc(NC(=O)C2=NNC(=O)CC2)c1	-3.4	2	-5	-1	2	-2	11	-17	-2
Cc1nc(C)n(CC(=O)N2CCCC(C(=O)c3ccc(C(F)(F)F)cc3)C2)n1 (stereo not drawn)	-0.4	-1	5	-1	6	-2	1	-8	-3
O=C(Nc1ccccc1N1CCOCC1)c1cc(-c2ccco2)nc2ccccc12	-0.6	3	-12	25	-18	-17	13	35*	38*
O=C(Nc1ccccc1-c1nc2ccccc2s1)c1cccnc1Cl	0.3	0	-1	0	-5	3	0	5	3
c1ccc(N=P(c2nc3ccccc3o2)(N2CCOCC2)N2CCOCC2)cc1	6.0	2	2	-8	18	4	1	-18	4
CCOC(=O)c1oc2ccccc2c1NC(=O)COc1ccc(F)cc1	0.9	2	7	-4	0	2	-1	4	-8
CSc1nc2[nH]c(=O)n(O)c(=O)c2n1Cc1ccccc1	3.1	3	3	10	1	5	0	-4	-4
O=C(c1ccc(COc2ccccc2[N+](=O)[O-])o1)N1CCCCC1	-2.6	0	2	1	12	-5	-2	-2	-2
